Assay outcomes deposited in PubChem BioAssay by several laboratories.
CF NFkB inh: cystic fibrosis NF-kB activation inhibition; 360,000 compounds, 0.86% hits; inhibition, % at 5 µM; KKLEB NF-kB-GFP reporter, PAF-induced, GFP fluorescence overnight;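 active means at least 50% inhibition at 5 µM, scaled per plate between neutral and stimulator controls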;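 further: PAF is a Pseudomonas aeruginosa culture filtrate used as stimulus; plate controls were PAF-stimulated DMSO wells for no effect and unstimulated DMSO wells for full effect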
Vif imaging: HIV Vif inhibition | inhibition, % at 7.49 µM | HEK293T cells, Vif self-association by quenched fluorescence, imaging, 24 h | AID 602346 | 340,000 compounds, 0.35% hits; in the data active means inhibition above about 50%, passing the limit was not always enough; inconclusive means no clear call, values can overlap the other calls; inactive means below about 31%; further: some results filed as inactive read as strong as hits
TRPM1 prom inh: MITF TRPM1 promoter inhibition in SK-MEL-5 cells; SK-MEL-5 TRPM1 promoter luciferase, 24 h; inhibition, % at 12.5 µM; 330,000 compounds, 0.83% hits; AID 488899;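 active means mean inhibition across replicates of 60% or more, whatever share of single replicates reaches that level; inconclusive means some that reach 60%, reason not given; inactive means mean inhibition across replicates below 60%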; further: values of inactives mirror those of a sister screen read the other way
PDI turbidity: inhibitors of human protein disulfide isomerase; P07237; inhibition, % at 10 µM; PDI insulin aggregation turbidity, A650, 90 min; 350,000 compounds, 0.052% hits; AID 588391;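 active means mean inhibition across replicates of 30% or more, whatever share of single replicates reach that level; inconclusive means mean inhibition below 30% while every single replicate reaches 30%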;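 further: absorbance from insulin aggregation driven by PDI reduction with DTT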
Target sequence (P07237 whole entry, looked up): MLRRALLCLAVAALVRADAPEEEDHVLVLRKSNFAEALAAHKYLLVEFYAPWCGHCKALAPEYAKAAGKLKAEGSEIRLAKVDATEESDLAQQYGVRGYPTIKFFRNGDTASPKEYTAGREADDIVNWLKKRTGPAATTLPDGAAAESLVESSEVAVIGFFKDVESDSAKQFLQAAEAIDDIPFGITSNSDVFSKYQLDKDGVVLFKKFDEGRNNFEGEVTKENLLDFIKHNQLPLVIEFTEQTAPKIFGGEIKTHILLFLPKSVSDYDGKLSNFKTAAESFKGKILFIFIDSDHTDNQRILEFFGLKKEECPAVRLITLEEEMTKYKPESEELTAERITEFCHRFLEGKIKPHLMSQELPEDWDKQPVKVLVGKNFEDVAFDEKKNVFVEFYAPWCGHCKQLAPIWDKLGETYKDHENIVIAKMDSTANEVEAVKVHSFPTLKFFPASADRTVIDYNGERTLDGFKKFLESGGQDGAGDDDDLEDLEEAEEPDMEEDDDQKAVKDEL
NR2E3 ag-1: agonists of human nuclear receptor NR2E3; 320,000 compounds, 0.12% hits; GST-NR2E3/biotin-RetCOR TR-FRET, 1536-well; AID 2300; inhibition of corepressor binding, % at 4.78 µM; Q9Y5X4;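 active means percent inhibition above the cutoff of mean plus 3 SD of all tested compounds, set per screening campaign, cut at about 20% in these data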;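 further: 0% = DMSO wells and 100% = biotin wells as full block of FRET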
Target sequence (Q9Y5X4 whole entry, looked up): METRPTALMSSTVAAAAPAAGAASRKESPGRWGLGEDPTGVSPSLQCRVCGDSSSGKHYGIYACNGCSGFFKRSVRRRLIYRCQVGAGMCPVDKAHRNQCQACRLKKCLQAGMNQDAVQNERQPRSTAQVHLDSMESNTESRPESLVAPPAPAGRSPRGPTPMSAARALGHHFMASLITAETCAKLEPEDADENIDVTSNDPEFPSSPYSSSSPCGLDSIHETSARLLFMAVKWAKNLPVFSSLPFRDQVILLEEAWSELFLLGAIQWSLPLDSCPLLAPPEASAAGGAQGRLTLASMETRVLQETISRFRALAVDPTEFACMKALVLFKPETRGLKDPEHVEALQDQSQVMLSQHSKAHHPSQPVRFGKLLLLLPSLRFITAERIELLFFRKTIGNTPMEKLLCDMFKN
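system = GST-tagged NR2E3 plus biotinylated RetCOR corepressor | input = 1.35 nM GST-NR2E3 | also added = 7 nM biotin-RetCOR | schedule = 5 h incubation at 4 °C | measured by = TR-FRET with europium anti-GST and streptavidin-D2, 340 nm excitation | read-out = percent loss of FRET ratio relative to control wells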
Peg3 prom inh: Peg3 promoter activity inhibition; HeLa PEG-Prom luciferase reporter, luminescence, overnight; inhibition, % at 20 µM; 360,000 compounds, 1.7% hits; AID 588405;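 active means inhibition of at least 50% at 20 µM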
NR2E3 ag-2: activates human NR2E3 receptor; CHO-S Gal4-NCOR/VP16-NR2E3 two-hybrid, luciferase; inhibition of corepressor binding, % at 3.98 µM; 360,000 compounds, 0.35% hits; AID 602229;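 active means inhibition above the mean of all tested compounds plus 3 SD, cut at about 70% in these data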;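 further: 0% = DMSO with NR2E3 transfected cells and 100% = cells lacking NR2E3 construct; higher means lower luciferase signal from less NR2E3 corepressor binding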
Shn3 3UTR inh: reduces Shn3 3'UTR luciferase signal in osteoblasts; Clone20 osteoblast Shn3 3'UTR firefly luciferase, 24 h; 360,000 compounds, 0.52% hits; AID 588674; inhibition, % at 12.5 µM;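 active means mean inhibition of at least 75% with every replicate also reaching 75%; inconclusive means mean inhibition at least 75% but some replicate below; inactive means mean inhibition below 75%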;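 further: 0% = median of neutral control wells and 100% = pilot-screen positive control compound; some compounds past the cut are filed as inactive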
KKLEB cytotox: reduces viability of KKLEB cystic fibrosis airway cells. KKLEB CF airway cells viability, ATPlite luminescence, overnight; active compounds read low; cells stimulated with P. aeruginosa culture filtrate. activity change (cytotoxicity), % at 5 µM. 360,000 compounds, 0.36% hits;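 active means corrected activity change at or below -50% at 5 µM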
CaV13 ICDI inh: Primary screen for inhibitors of IQ motif and Ca2+-dependent inactivation inhibitor domain binding in CACNA1D, Förster resonance energy transfer in living cells, …; HEK cells, CFP/YFP FRET ICDI-IQ, plate reader, 10 min; percent FRET-ratio fall versus neutral wells; inhibition, % at 12.3 µM; 340,000 compounds, 0.098% hits; AID 743397;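 active means mean replicate inhibition of at least 30% and at least 1% of replicates passing that level; inconclusive means only one of the two criteria is met; inactive means neither criterion is met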;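 further: 0% = median of the neutral control wells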
HIF-2a block: inhibitors of HIF-2a. 786-0 RCC cells HIF-2a reporter, luciferase luminescence, overnight. inhibition, % at 18.8 µM. 360,000 compounds, 0.72% hits;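 active means inhibition of the luminescence signal of 40% or more relative to plate controls, in a single-dose primary screen at 18.75 µM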
Numbers without * were called inactive; u = inconclusive; x = not tested or not shown; & = joins results of further samples.

entry	smiles	CF NFkB inh	Vif imaging	TRPM1 prom inh	PDI turbidity	NR2E3 ag-1	Peg3 prom inh
1	COc1cccc(CCc2nnc(CCC(=O)NC(C)c3c(C)nn(C)c3C)o2)c1 (configuration not stated)	-4	3	8	2	-1	-5
2	C=CCNc1oc(-c2ccc(Cl)cc2)nc1C#N	9	-4	30	12	x	9
3	CCn1cc(C(=O)N2CCN(C3CCCCC3)CC2)c2cc(OC)c(OC)cc2c1=O	4	2	3	-1	3	11
4	COC(=O)c1[nH]c2cc(OC)ccc2c1NC(=O)CCN1CCSCC1	-5	-2	6	0	-3	-3
5	CC12c3ccccc3C(c3ccccc31)C1C(=O)N(c3ccncc3)C(=O)C12 (configuration not stated)	13	2	11	1	4	29
6	Cc1nsc(Nc2ccc([N+](=O)[O-])cc2)c1C#N	28	-3	7	-2	4	19
7	Cc1c(C(=O)N2CCN(C(c3ccccc3)c3ccccc3)CC2)oc2ccccc12	19	-8	8	-7	3	20
8	C[C@H]1CN([C@@H](C)CO)C(=O)CCCn2nncc2CO[C@H]1CN(C)S(=O)(=O)c1cccc(F)c1	-17	26	x	4	x	-6
9	CCn1c(COc2ccccc2)nnc1SCC(=O)CC(=O)Nc1ccccc1OC	6	1	19	11	1	23
10	CN(c1ncc(C(F)(F)F)cc1Cl)N1C(=O)C2ONC3(C(=O)CC(C)(C)CC3=O)C2C1=O (configuration not stated)	8	7	4	10	-4	-2
11	O=C(COC(=O)c1cncc(Br)c1)Nc1nnc(-c2ccccc2)o1	-4	1	-1	6	2	7
12	CCCc1ccc(-c2c(C)sc(N)c2C#N)cc1	-16	-9	-11	-1	5	-39

entry	NR2E3 ag-2	Shn3 3UTR inh	KKLEB cytotox	CaV13 ICDI inh	HIF-2a block
1	-8	-12	-5	-2	6
2	7	33	-1	-10	18
3	-11	4	-2	2	20
4	0	16	2	-5	17
5	26	25	-12	-7	16
6	-21	27	-15	-2	3
7	-8	28	15	-16	11
8	17	-20	4	-8	0
9	32	-5	8	-4	18
10	15	4	8	2	12
11	-3	-4	8	-7	-8
12	-7	3	-6	-5	-108

Next section:
entry	smiles	CF NFkB inh	Vif imaging	TRPM1 prom inh	PDI turbidity	NR2E3 ag-1	Peg3 prom inh
13	Cc1cc(C#N)c(C)n1-c1cc(S(=O)(=O)N2CCOCC2)ccc1N1CCCC1	12	-7	-8	-1	0	-3
14	COC(=O)NCCOc1nc(N(C)C)nc(N(C)C)n1	-15	u	-6	-10	5	1
15	CCc1cc(C(=O)c2ccc(Br)cc2)c(NC(=O)CN(CC)CC)s1	-7	-3	-1	-9	5	11
16	O=C(NCCCN1CCOCC1)c1ccc(Sc2cccc(Cl)c2)c([N+](=O)[O-])c1	29	0	7	-1	0	19
17	Cc1cc(/C=N/NC(=O)c2cccs2)c(C)n1-c1ccccc1	-23	-6	5	-4	0	-120
18	CC1(C)Oc2ccc3ccc(=O)oc3c2/C(=C/O)C1=O	10	5	-1	-6	0	21
19	OCCC1CN(Cc2cccn2-c2ncccn2)CCN1Cc1ccc(F)cc1 (configuration not stated)	5	-5	-4	-2	-1	-7
20	O=C(O)c1ccc2c(=O)n(-c3ccc(F)c(Cl)c3)c(=S)[nH]c2c1	2	5	-5	9	1	5
21	COCCNc1nnnc2c1sc1nc(N3CCOCC3)c3c(c12)CC(C)(C)OC3	-5	10	-1	-3	7	22
22	CC(=O)Nc1ccc(S(=O)(=O)NCC(=O)OCC(=O)NC23CC4CC(CC(C4)C2)C3)cc1	-6	75*	1	-3	5	-11
23	CN(C(=O)COC(=O)c1ccc(=O)n(Cc2ccccc2)n1)C1CCCCC1	8	-3	-2	-2	2	-7
24	COc1ccccc1C(=O)Nc1ccnn1C1CCN(C2CCSCC2)CC1	21	-3	-7	4	0	0

entry	NR2E3 ag-2	Shn3 3UTR inh	KKLEB cytotox	CaV13 ICDI inh	HIF-2a block
13	-11	14	4	-4	17
14	5	8	9	-3	15
15	-12	21	-3	-20	20
16	14	0	-42	-2	13
17	-3	-15	-26	x	-35
18	16	-15	2	-5	17
19	-14	-7	11	-7	11
20	-26	-10	2	-12	17
21	-4	-9	16	-2	15
22	-3	-35	-2	-18	14
23	-34	-11	0	-6	10
24	-25	9	11	x	-1

Whole records as entered above.
CC12c3ccccc3C(c3ccccc31)C1C(=O)N(c3ccncc3)C(=O)C12 (configuration not stated) is listed as CF NFkB inh: 13; Vif imaging: 2; TRPM1 prom inh: 11; PDI turbidity: 1; NR2E3 ag-1: 4; Peg3 prom inh: 29; NR2E3 ag-2: 26; Shn3 3UTR inh: 25; KKLEB cytotox: -12; CaV13 ICDI inh: -7; HIF-2a block: 16
CCn1cc(C(=O)N2CCN(C3CCCCC3)CC2)c2cc(OC)c(OC)cc2c1=O is listed as CF NFkB inh: 4; Vif imaging: 2; TRPM1 prom inh: 3; PDI turbidity: -1; NR2E3 ag-1: 3; Peg3 prom inh: 11; NR2E3 ag-2: -11; Shn3 3UTR inh: 4; KKLEB cytotox: -2; CaV13 ICDI inh: 2; HIF-2a block: 20
CN(c1ncc(C(F)(F)F)cc1Cl)N1C(=O)C2ONC3(C(=O)CC(C)(C)CC3=O)C2C1=O (configuration not stated) is listed as CF NFkB inh: 8; Vif imaging: 7; TRPM1 prom inh: 4; PDI turbidity: 10; NR2E3 ag-1: -4; Peg3 prom inh: -2; NR2E3 ag-2: 15; Shn3 3UTR inh: 4; KKLEB cytotox: 8; CaV13 ICDI inh: 2; HIF-2a block: 12

Next part.
entry	smiles	CF NFkB inh	Vif imaging	TRPM1 prom inh	PDI turbidity	NR2E3 ag-1	Peg3 prom inh
25	COc1ccc([C@@]2(C(C)C)ON(c3ccccc3C(F)(F)F)C2=O)cc1	53*	-5	-3	-1	5	62*
26	CN1CCc2cccc3c2[C@H]1Cc1ccc(O)c(O)c1-3	11&2&-14	-1&3&-1	1&-10&2	2&0&6	3&0	21&13&21
27	Cc1occc1C(=O)Nc1cccc(C(=O)O)c1	10	x	-2	13	2	-46
28	O=C(CSc1nc2nn(-c3ccccc3)c(=O)c-2c2n1CCCCC2)Nc1cccc(F)c1	-7	-1	-5	-3	x	24
29	COc1cccc(NC(=O)CN(C)C(C)C(=O)N2CCCC2)c1 (configuration not stated)	-30	-4	-4	-6	4	8
30	CN(C)CCNC(=O)/C(=C/c1ccc(-c2ccc(Cl)cc2Cl)o1)NC(=O)c1ccccc1	27	-1	95*	9	-5	111*
31	O=C(Nc1ccccc1F)Nc1cc(S(=O)(=O)N2CCOCC2)ccc1N1CCCC1	-10	6	-1	5	-2	-11
32	COc1cccc(-c2cc(C(=O)N3CCCc4ccccc43)no2)c1	4	-2	-48	-3	4	-151
33	CCOC(=O)c1nnn(CC(=O)NC(=O)Nc2ccc(F)cc2)c1C(=O)OCC	21	-3	-6	13	3	9
34	Cc1ccc(C)c(N2CCN(C(=O)c3ccc4c(=O)n5c(nc4c3)CCCCC5)CC2)c1	3	-3	9	x	-2	6
35	Cc1cc(NC(=O)c2ccc(C)c(C)c2)no1	-7	-6	-64	0	6	-260
36	O=C(NCCc1ccccc1)c1cccc(NC(=O)C2CCCC2)c1	-13	x	-20	0	x	-176

entry	NR2E3 ag-2	Shn3 3UTR inh	KKLEB cytotox	CaV13 ICDI inh	HIF-2a block
25	11	-26	0	-5	7
26	-4&-20&-42	19&1&3	17&21&-4	-6&-5	16&18&28
27	-72	-21	5	-8	-41
28	8	27	1	-6	-3
29	3	-28	-45	-3	-1
30	4	-17	-27	-6	13
31	-27	-5	12	-1	-18
32	-69	-5	0	x	-218
33	4	-3	-9	-5	0
34	30	16	8	-3	3
35	-112	-69	-4	3	-258
36	-78	-31	-4	-4	-178

Vif imaging: entries above that show a hit.
cpd | compound | CF NFkB inh | Vif imaging | TRPM1 prom inh | PDI turbidity | NR2E3 ag-1 | Peg3 prom inh | NR2E3 ag-2 | Shn3 3UTR inh | CaV13 ICDI inh | HIF-2a block
22 | CC(=O)Nc1ccc(S(=O)(=O)NCC(=O)OCC(=O)NC23CC4CC(CC(C4)C2)C3)cc1 | -6 | 75* | 1 | -3 | 5 | -11 | -3 | -35 | -18 | 14

The list goes on.
entry	smiles	CF NFkB inh	Vif imaging	TRPM1 prom inh	PDI turbidity	NR2E3 ag-1	Peg3 prom inh
37	Cc1ccc(C(C)C)cc1OCC(=O)Nc1ccc(-n2cnnn2)cc1	-3	-1	-3	-7	x	-1
38	COC(=O)C[C@@H]1C[C@H]2c3cc(NC(=O)Nc4ccccc4F)ccc3O[C@H]2[C@H](CO)O1	7	x	x	-1	x	-1
39	CC1=C(C(=O)OCc2ccccc2)C(c2ccc(Cl)cc2Cl)NC(=O)N1CCCC(=O)O (configuration not stated)	-10	5	15	-3	0	-4
40	O=C(Nc1cccc(C(=O)N2CCCCC2)c1)C1CCCC1	-7	x	15	-3	x	7
41	COCCn1c(SCC(=O)NC2CCCC(C)C2C)nc2ccccc2c1=O (configuration not stated)	-4	-10	-2	-8	x	13
42	COCCNCC(=O)C12CC3CC(CC(C3)C1)C2	-11	1	0	5	-3	8
43	Cc1cc(C)nc(NC(=O)NC(=O)c2ccccc2)n1	2	-6	10	5	0	13

entry	NR2E3 ag-2	Shn3 3UTR inh	KKLEB cytotox	CaV13 ICDI inh	HIF-2a block
37	2	-1	-2	-4	-5
38	2	-12	-13	-10	-30
39	-4	-16	10	x	16
40	12	-8	23	-7	-2
41	0	12	-1	-4	20
42	-34	13	4	-9	1
43	-22	-15	-15	x	2

The order is random; overall some 3.3% were active at least once.
